High-throughput results (PubChem)
Bim-Mcl-1 – human Bim-Mcl-1 interaction inhibition; Q07820; Bead-based flow cytometry, Bim peptide-Mcl-1 binding; inhibition, % at 10 µM; 0.1% of 190,000 active; AID 1009;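 also: 0% = no compound tracer wells and 100% = peptide blocker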
RGS4-Gao reg – modulates binding of RGS4 to human Galphao; 0.33% of 220,000 active; binding response (% of control), % at 10 µM; AID 1415; P09471; Multiplexed bead flow cytometry; actives lie on both sides; in the data active = binding response below about 49% or above about 150%; inactive = in between;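 also: fluorescent Galphao activated with aluminum fluoride binding bead-coupled RGS4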
Bim-Bfl-1 – inhibitors of Bim-Bfl-1 interaction, human. Q16548. Bead-based flow cytometry, Bim-Bfl-1 binding inhibition. inhibition, % at 10 µM. 0.12% of 190,000 active. AID 1008;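 also: 0% = wells without compound plus tracer and 100% = blocker peptide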
RGS8-Gao reg – human RGS8-Galphao interaction regulation; AID 1423; P09471; multiplexed bead flow cytometry, RGS8-Galphao binding; actives lie on both sides; 0.34% of 220,000 active; response (percent of control binding), % at 10 µM; in the data active = response below about 60% or above about 140%; inactive = in between;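 also: Galphao activated as the GDP aluminium fluoride complex binding bead-coupled RGS8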
Bim-Bcl-W – disrupts Bim peptide binding to human Bcl-W. Q92843. bead-based flow cytometry. inhibition, % at 10 µM. 0.02% of 190,000 active;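 also: 0% = bound tracer without compound and 100% = peptide blocker; higher means less fluorescent Bim peptide bound to Bcl-W beads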
Target sequence (Q92843 whole entry, looked up): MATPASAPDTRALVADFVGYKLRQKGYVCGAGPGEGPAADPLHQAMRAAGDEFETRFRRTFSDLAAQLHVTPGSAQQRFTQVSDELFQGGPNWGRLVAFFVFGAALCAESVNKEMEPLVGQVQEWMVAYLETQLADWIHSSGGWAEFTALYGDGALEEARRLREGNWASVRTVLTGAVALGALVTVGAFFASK
Bim-Bcl-B – disrupts Bim peptide binding to human Bcl-B; bead-based flow cytometry; inhibition, % at 10 µM; 0.073% of 190,000 active;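 also: 0% = tracer peptide without compound and 100% = reference inhibitor peptide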
Target sequence (Q9HD36 whole entry, looked up): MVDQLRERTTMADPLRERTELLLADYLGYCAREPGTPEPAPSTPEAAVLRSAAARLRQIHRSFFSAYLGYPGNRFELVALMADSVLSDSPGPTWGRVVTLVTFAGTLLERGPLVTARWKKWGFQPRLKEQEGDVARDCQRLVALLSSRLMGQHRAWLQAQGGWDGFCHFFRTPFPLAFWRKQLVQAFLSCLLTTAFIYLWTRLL
Bim-Bcl-XL – disrupts Bim peptide binding to human Bcl-XL; Q07817; bead flow cytometry, fluorescence; inhibition, % at 10 µM; 0.04% of 190,000 active
Target sequence (Q07817 whole entry, looked up): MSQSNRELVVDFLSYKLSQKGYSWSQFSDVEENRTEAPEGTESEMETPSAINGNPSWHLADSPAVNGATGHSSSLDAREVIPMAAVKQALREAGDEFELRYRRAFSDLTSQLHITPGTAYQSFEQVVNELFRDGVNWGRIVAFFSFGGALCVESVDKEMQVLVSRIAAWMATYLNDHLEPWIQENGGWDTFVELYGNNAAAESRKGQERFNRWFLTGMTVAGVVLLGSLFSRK
Mcl1 Bid PPI – Mcl-1/Bid interaction inhibition | TR-FRET Mcl-1/Bid-Dy647 peptide binding, 1536-well | 0.97% of 220,000 active | Q07820 | inhibition, % at 21.7 µM;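 active = compounds that cut the binding signal by more than half at the single screening dose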;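 also: His-tagged Mcl-1 with europium anti-His antibody binding Bid BH3 peptide; 0% = Mcl-1 plus peptide wells and 100% = peptide-only wells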
Bcl-2 Bim block – disrupts Bim peptide binding to human Bcl-2; inhibition, % at 10 µM; P10415; AID 950; Bead-based flow cytometry, Bim peptide-Bcl-2 binding; 0.06% of 190,000 active; in the data active = inhibition above about 40%; inconclusive = no clear call, values can overlap the other calls;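 also: 0% = no compound wells with probe peptide and 100% = reference peptide inhibitor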
Target sequence (P10415 whole entry, looked up): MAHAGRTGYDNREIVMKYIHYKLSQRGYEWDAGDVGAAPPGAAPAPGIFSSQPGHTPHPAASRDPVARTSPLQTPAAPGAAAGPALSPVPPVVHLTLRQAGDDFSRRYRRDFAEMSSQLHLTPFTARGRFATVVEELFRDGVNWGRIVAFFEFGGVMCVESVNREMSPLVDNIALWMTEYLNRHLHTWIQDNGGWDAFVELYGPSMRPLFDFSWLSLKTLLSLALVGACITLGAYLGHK
GSH bead fluor – compound fluoresces at 488/530 nm on GSH beads | 0.25% of 190,000 active | GSH beads flow cytometry, compound fluorescence 488/530 nm; hits give high values | fluorescence (KMESF) at 10 µM; in the data active = fluorescence above about 89;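 also: glutathione beads carrying GST-tagged Bcl family fusion proteins plus one bare bead set; values are compound well signal with DMSO vehicle wells as background; inactives centre near 16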
RGS7-Gao – human RGS7-Galphao interaction regulation | P09471 | Multiplexed bead flow cytometry, RGS7-Galphao binding; actives lie on both sides | binding response (% of control), % at 10 µM | 0.35% of 220,000 active; in the data active = binding response below about 49% or above about 150%; inconclusive = no clear call, values can overlap the other calls; inactive = in between;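 also: fluorescent Galphao held in activated GDP-AlF4 state binding bead-coupled RGS7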
An asterisk follows results filed as active; ? = inconclusive. Rule as the data show it, unless noted: active = inhibition above about 40%.

SMILES	Bim-Mcl-1	RGS4-Gao reg	Bim-Bfl-1	RGS8-Gao reg	Bim-Bcl-W	Bim-Bcl-B	Bim-Bcl-XL	Mcl1 Bid PPI	Bcl-2 Bim block	GSH bead fluor	RGS7-Gao
Cc1c(-c2ccccc2)c(P(=O)(N2CCOCC2)N2CCOCC2)c2ccccn12	-2.0	98.5	1.0	99.4	0.0	2.0	2.0	-27.4	0.0	18	94.2
COc1ccc(C(=O)c2ccc(N(C)C)cc2)c(OC)c1	-2.0	99.1	-2.0	103.9	-2.0	-1.0	-4.0	-48.9	0.0	6	104.0
COc1ccc(-c2nc(-n3c(C)c(C(C)=O)c(C(C)=O)c3C)sc2C)cc1	-2.0	47.4*	0.0	56.5*	-2.0	-1.0	0.0	98.4*	0.0	20	43.7*
Fc1ccc(-c2ccc(Nc3cccc(F)c3)nn2)cc1	1.0	106.6	-3.0	106.8	1.0	-3.0	0.0	-11.8	0.0	27	106.3
O=C(CSc1nc2[nH]ncc2c(=O)[nH]1)c1ccc(Cl)cc1	0.0	97.6	-6.0	101.4	0.0	-1.0	-4.0	-36.1	-2.0	25	101.8
CCCn1cnc2cc(NC(=O)c3cccs3)ccc21	3.0	96.4	-7.0	100.7	-2.0	0.0	0.0	-20.8	1.0	11	97.4
O=C1NC(=Nc2ccccc2)S/C1=C\c1cccn1-c1ccccc1	4.0	97.9	-7.0	97.9	0.0	-2.0	-3.0	-51.7	3.0	18	98.2
O=C(CN1CCN(c2ccccc2O)CC1)NC(=O)NC1CCCC1	1.0	101.6	-1.0	101.3	0.0	-1.0	1.0	-18.0	-1.0	72	95.2
COCCCNC(=O)c1sc2ncn(CC(=O)Nc3ccc(C)c(Cl)c3)c(=O)c2c1C	-1.0	98.9	-9.0	98.6	-2.0	-7.0	-3.0	-4.8	-3.0	60	98.5
Cc1ccc(S(=O)(=O)c2c(C)cc(C)nc2Cl)c(C)c1	-5.0	106.8	4.0	100.5	1.0	-1.0	3.0	-4.3	6.0	26	107.1
CC(C)c1ccc(C(=O)N2CCCN(C(=O)c3ccc(C(C)C)cc3)CC2)cc1	0.0	99.8	0.0	98.0	-1.0	-4.0	0.0	-5.0	-2.0	10	97.2
CSc1nnc(Cn2c(=O)sc3ccccc32)n1-c1cccc(Cl)c1	2.0	115.0	2.0	98.5	1.0	0.0	-4.0	-24.0	2.0	55	111.6

Limited to Bim-Bfl-1, for 2 of the compounds above:
compound	Bim-Bfl-1
COc1ccc(-c2nc(-n3c(C)c(C(C)=O)c(C(C)=O)c3C)sc2C)cc1	0.0
Fc1ccc(-c2ccc(Nc3cccc(F)c3)nn2)cc1	-3.0

Continued:
SMILES	Bim-Mcl-1	RGS4-Gao reg	Bim-Bfl-1	RGS8-Gao reg	Bim-Bcl-W	Bim-Bcl-B	Bim-Bcl-XL	Mcl1 Bid PPI	Bcl-2 Bim block	GSH bead fluor	RGS7-Gao
N#CCCN(C(=O)COc1ccc(F)cc1Br)c1ccccc1F	-4.0	99.6	-2.0	96.7	-5.0	-3.0	-4.0	-2.2	-7.0	10	100.4
Cc1nc(COC(=O)c2c(C)nn(-c3ccccc3)c2C)cs1	-1.0	102.5	-12.0	104.5	-3.0	-8.0	-14.0	-2.2	-5.0	31	105.9
O=C(O)CSc1nc(-c2ccccc2)nc2c1oc1ccccc12	-2.0	103.5	-15.0	102.3	-2.0	-10.0	-14.0	-19.6	-13.0	50	101.6
COc1cc(CNc2ncn[nH]2)ccc1OCc1ccccc1C	-5.0	101.0	-8.0	101.9	-4.0	-5.0	-2.0	-2.4	-6.0	9	100.9
O=c1c2ccccc2c(-c2ccccc2)nn1-c1ccc(Cl)c(Cl)c1	-2.0	102.9	-1.0	103.1	-2.0	-3.0	-3.0	13.7	-3.0	15	101.3
CCOC(=O)C1=C(C)C(c2ccccc2OC)NC(=O)N1 (configuration not stated)	0.0	99.0	-2.0	101.5	0.0	-1.0	-2.0	-7.2	-1.0	11	98.1
CCCNC(=O)OC[C@H]1O[C@H](CCO/N=C(\C)CCN2CCc3nc(-c4ccccc4)c(-c4ccccc4)cc3C2)C=C[C@@H]1Oc1ccc(OC)cc1	-2.0	101.7	0.0	103.7	-3.0	-3.0	-3.0	4.2	0.0	19	102.0
O=C1Nc2ccccc2/C1=N/c1sc2c(c1C(=O)NCCc1ccccc1)CCCC2	0.0	103.7	3.0	99.8	0.0	1.0	0.0	-41.5	2.0	14	107.1
COc1cc(OC)c(NC(=O)c2ccco2)cc1Cl	0.0	103.5	-10.0	102.0	0.0	-6.0	-3.0	-8.3	-8.0	40	107.8
COc1ccc(CCNC(=O)C(=O)NCc2ccc(Cl)cc2)cc1OC	-3.0	100.5	-4.0	101.3	-3.0	-3.0	-3.0	-2.9	-4.0	15	102.2
O=C(Nc1ccon1)c1ccccc1F	-1.0	101.6	-1.0	100.4	-1.0	2.0	-6.0	-9.8	1.0	17	100.4
CC(C)Oc1ccc(CN=C(N)N=C(N)N)cc1Cl	-2.0	96.6	-3.0	102.7	-4.0	-3.0	-3.0	-8.9	-2.0	12	97.2
COc1ccc(OC)c(-c2cc(C(=O)N3CCN(c4ncccn4)CC3)c3ccccc3n2)c1	3.0	89.2	-4.0	96.0	3.0	-5.0	5.0	-1.0	-1.0	8	97.4
COc1cccc(NC(=O)C(C)SCc2ccccc2)c1 (configuration not stated)	0.0	100.0	5.0	98.2	-1.0	1.0	-3.0	-0.4	1.0	11	98.8
Clc1ccc2nc(C3CCN(Cc4nnnn4C4CCCCC4)CC3)[nH]c2c1	-5.0	98.3	-3.0	100.6	-5.0	-5.0	-5.0	-3.5	-3.0	29	100.4
Cc1cc(NC(=O)CSc2nc(=O)cc(N)n2-c2ccc(Cl)cc2)no1	1.0	101.2	-6.0	103.5	0.0	-2.0	-4.0	-6.4	-5.0	19	96.4
Cc1cc(NC(=O)c2cc(-c3ccc(C)s3)nc3ccccc23)no1	2.0	98.3	-11.0	98.4	4.0	-3.0	-2.0	5.5	-3.0	21	102.0
Cc1oc(C(=O)O)cc1COc1ccc2c3c(c(=O)oc2c1C)CCC3	-1.0	101.3	-13.0	102.6	0.0	-9.0	-4.0	3.8	-10.0	36	99.8
COc1cccc(NC(=O)C2CCN(S(C)(=O)=O)CC2)c1	3.0	103.0	1.0	87.6	2.0	2.0	0.0	-1.1	1.0	12	101.4
COC(=O)c1ccc(NC(=O)C2C3CCC(C3)C2C(=O)O)cc1 (configuration not stated)	-9.0	100.9	-18.0	99.8	-3.0	-13.0	1.0	-4.9	-13.0	28	96.0
CC(C)c1ccccc1NS(=O)(=O)N(C)C	0.0	104.6	8.0	102.3	-1.0	2.0	0.0	-6.6	4.0	10	111.5
Cc1cccc(NC(=O)CCC(=O)NCCO)c1	2.0	102.1	10.0	102.6	0.0	1.0	-2.0	-1.5	5.0	17	101.4
Cc1cc(C)nc(NC(=O)c2c(-c3ccccc3Cl)noc2C)c1	-2.0	102.2	-2.0	101.5	-1.0	-6.0	-7.0	-2.3	-1.0	10	100.6
CC(=O)NCc1cn2c(C)csc2n1	-3.0	101.1	-11.0	99.5	-5.0	-8.0	-7.0	-8.3	-4.0	13	100.2
COc1ccccc1NC(=O)Cc1csc(N)n1	-3.0	96.5	-6.0	98.0	-4.0	-3.0	-9.0	-33.4	0.0	5	97.7
Clc1nc(Nc2ccccc2)nc(Nc2ccccc2)n1	-2.0	100.5	-4.0	100.9	-2.0	-8.0	-5.0	3.3	-4.0	9	100.7
CCOc1ccccc1N=C1SC(CC(=O)Nc2ccc(OC)cc2OC)C(=O)N1CCC1=CCCCC1 (configuration not stated)	-4.0	99.3	-2.0	95.0	-4.0	-5.0	-6.0	1.6	-2.0	9	100.0
C=CCOC(=O)C1=C[C@@H](c2ccc(C(F)(F)F)cc2)[C@H](CCCO)[C@@H](OCC)O1	0.0	97.8	-4.0	98.1	0.0	0.0	0.0	-0.6	0.0	18	100.5
O=S(Cc1ccc(Cl)cc1)c1ncc(CO)n1Cc1ccccc1 (configuration not stated)	0.0	100.7	-5.0	99.5	0.0	-2.0	-1.0	-25.5	-4.0	12	103.4
Cc1onc(-c2ccccc2)c1C(=O)N1CCc2ccccc21	4.0	101.3	-13.0	101.6	-4.0	-4.0	-3.0	-23.1	-3.0	4	100.2
Cc1cc(C(=O)NCc2ccc(S(N)(=O)=O)cc2)cs1	-4.0	99.2	-17.0	100.4	-1.0	-10.0	-7.0	-13.9	-10.0	31	103.6
CCOc1c2ccc(C(=O)NCc3ccco3)cc2nn1CC	-1.0	101.5	0.0	101.0	-2.0	0.0	3.0	-25.3	-4.0	20	100.5
Cc1ccc(NCC(=O)N/N=C/c2cccc(Oc3ccccc3)c2)cc1	0.0	100.0	-12.0	99.1	-2.0	-8.0	-3.0	-23.2	-5.0	11	99.4
O=C(Cn1c(=O)n(Cc2ccc3c(c2)OCO3)c(=O)c2ccccc21)N1CCCc2ccccc21	-6.0	101.9	-11.0	102.4	0.0	-8.0	-15.0	-7.2	-11.0	34	99.0
C/C(=N\NC(=O)c1ccncc1)c1cc2ccccc2o1	0.0	98.8	-5.0	99.0	-1.0	-2.0	0.0	-17.7	0.0	12	?
O=C(COC(=O)CCc1c[nH]c(=O)[nH]1)Nc1ccccc1Cl	0.0	100.5	-11.0	99.9	-1.0	-8.0	-8.0	-47.2	-8.0	27	99.2
COc1ccc(N(Cc2cc3cc(OC)ccc3[nH]c2=O)C(=O)C2CCCO2)cc1 (configuration not stated)	-1.0	87.3	3.0	95.3	0.0	0.0	-1.0	-11.8	1.0	15	88.3
CCCN=C(C)C1=C(O)c2ccccc2C1=O	-7.0	108.6	-3.0	98.6	-6.0	-12.0	-8.0	0.1	-2.0	23	109.1
Cc1cccc2c1CC(C)(C)NC2=C(C#N)C#N	-2.0	101.2	-11.0	100.5	-2.0	-8.0	-6.0	5.4	-9.0	12	102.7
COc1cc(C(=O)NCCC(=O)NCCCN2CCCCC2C)cc(OC)c1OC (configuration not stated)	0.0	91.3	-3.0	98.1	0.0	-2.0	0.0	-14.2	0.0	5	95.4
CC1(C)C2CC=C(/C=N/NC(=O)c3ccccc3O)C1C2 (configuration not stated)	-6.0	101.2	-2.0	102.2	-4.0	-8.0	-11.0	-30.0	-5.0	13	98.1
O=C(O)C1Cn2c(nc3c(c2=O)C2(CCCC2)Cc2ccccc2-3)S1 (configuration not stated)	1.0	98.2	-2.0	101.4	1.0	1.0	0.0	9.4	0.0	13	98.6
CCc1ccccc1Nc1nc(N)nc(CSc2nnnn2C)n1	2.0	99.9	-1.0	99.7	-1.0	3.0	0.0	-10.3	0.0	5	98.5
CC(C)(C)NC(=O)CSc1nnc(C2CC2)n1-c1ccccc1	-4.0	101.2	-5.0	101.5	0.0	-3.0	-2.0	-22.3	-5.0	26	101.4
Cc1ccc(/C=C/C(=O)Nc2cc(S(=O)(=O)N3CCCCCC3)ccc2OCC(F)(F)F)o1	-6.0	101.0	0.0	103.4	-2.0	-16.0	-9.0	-26.2	0.0	5	98.7
CCSc1ccccc1C(=O)NCc1ccc(OC)cc1	-1.0	95.4	-15.0	95.7	0.0	-10.0	-6.0	-19.1	-14.0	8	101.2
COC(=O)C1=C(C)N(Cc2ccco2)C(=O)N[C@@H]1c1ccccc1	-1.0	97.8	-1.0	98.9	-1.0	-2.0	-3.0	-0.6	-1.0	18	100.4

Rows are unselected. Share with any hit: about 1.8%.
